# aSyn rescue – qHTS of alpha-syn Inhibitors; Yeast expressing alpha-synuclein, growth rescue, BacTiter-Glo, 24 h; Potency, µM (top dose mostly 46.1 µM), without a hit: top-dose growth rescue (activation), hits mostly activators; hit rate 0.14% among 370,000; further: potency means the concentration at half of the fitted maximal effect; % of control where 0% means no effect; nearly all actives have a fitted effect of over 65% in size
#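 Screening used galactose-induced yeast with toxic alpha-synuclein levels, exposed to compound for 24 hr at 30 deg C. Cell growth, read with BacTiter-Glo luminescence, gave the measured signal.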
# Abeta yeast res – qHTS for compounds that reverse cellular toxicity of Amyloid beta (A-beta) peptide in yeast: Primary Screen | yeast expressing A-beta42, growth rescue, OD600, 48 h; response scale: 0% DMSO, 100% iron-clioquinol control | Potency, µM (top dose mostly 46.1 µM), for the others: at the top dose growth rescue, usual class: activators | hit rate 0.063% among 410,000; further: potency means the concentration at half of the fitted maximal effect; nearly all actives have a fitted effect of over 55% in size
#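 Yeast growth medium received pinned compounds, then yeast cells expressing toxic A-beta were added; plates incubated at 30 C for 48 hr. Growth read as absorbance at 600 nm, normalized to DMSO and equimolar FeCl3 plus clioquinol controls.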
# FUS yeast rescue – qHTS for Suppressors of FUS Proteinopathy: Primary screen using FUS-linked yeast assay | hit rate 0.24% among 390,000 | Potency, µM (titrated, usually from 76.6 µM), without a hit: at the top dose growth rescue (activation), actives largely listed as activators | AID 1347120, 2019 | S. cerevisiae FUS-expressing, growth rescue, OD600, 24 h;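 further: potency means the concentration at half of the fitted maximal effect; plate controls were DMSO vehicle for no effect and reference control for full effect; nearly all actives have a fitted effect of over 55% in size; some results filed as inactive show a strong effect at the top dose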
#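 Yeast FUS proteinopathy model; galactose-induced FUS (2%), starting OD 0.005. Cpds in dilution series, 24hr, 30C, 99% humidity. Abs 600 nm growth. Pos ctrl CP55940 (top 92uM final); neg ctrl DMSO.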
# EPAC1 ag – qHTS for Agonist of cAMP-regulated guanine nucleotide exchange factor 3 (EPAC1): primary screen; Rap guanine nucleotide exchange factor 3 (Homo sapiens), O95398; EPAC1 agonist qHTS, biochemical assay; response scale: 100% = response to 6.5 mM cAMP; Potency, µM (doses to about 154 µM), for inactives: top-dose activation, most hits filed as activators; hit rate 0.073% among 360,000; further: potency means the concentration at half of the fitted maximal effect; nearly all actives have a fitted effect of over 60% in size
#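 Nucleotide exchange assay: 100 nM EPAC1 with 250 nM Rap1B loaded with BODIPY-GDP and 50 uM GDP, room temperature. Fluorescence (480/540 nm) read every 5 min for 30 min; signal change normalized to 6.5 mM cAMP as full agonist.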
# IL-2 act – qHTS of IL-2 Activators | activation, % (series mostly up to about 46 µM) | hit rate 0.065% among 360,000 | IL-2 activation reporter assay, cell-based qHTS; stimulated with anti-CD3/CD4/CD28 beads; in transgenic mouse T cells | AID 652025, 2013; in the data active means activation above about 50%; inconclusive means mostly about 30% to 49%; further: 0% is about no effect
#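 Using fluorescent plate cytometry, EGFP and DsRed are detected in transgenic mouse T cells stimulated 18 h at 37 degrees C with antibody-coated beads after 60 min compound pretreatment.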
# EPAC1 antagonist – qHTS for Antagonist of cAMP-regulated guanine nucleotide exchange factor 3 (EPAC1): primary screen. Potency, µM (titrated, usually from 115 µM), for the others: top-dose activity change, negative = inhibition, hits mostly inhibitors. Rap guanine nucleotide exchange factor 3 (Homo sapiens), O95398. hit rate 0.14% among 360,000. EPAC1 GEF assay, Rap1b-BODIPY-GDP exchange fluorescence. AID 720709, 2013;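 further: potency means the concentration at half of the fitted maximal effect; plate controls were vehicle for no effect and positive control for full effect; nearly all actives have a fitted effect of over 50% in size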
# PI5P4Ka inh – qHTS for Inhibitors of phosphatidylinositol 5-phosphate 4-kinase (PI5P4K) | AID 652105, 2013 | Phosphatidylinositol 5-phosphate 4-kinase type-2 alpha (Homo sapiens), P48426 | hit rate 1.2% among 330,000 | PI5P4Kalpha enzyme, ADP-Glo luminescence, 60 min; active compounds read low | max response, %; active means max response of -50% or lower; inconclusive means between -30% and -50%; inactive means -30% or higher; further: value at the top dose of about 77 µM; on the % scale 0 is the no-effect control and ±100 the full control effect
# Target sequence (P48426 whole entry, looked up): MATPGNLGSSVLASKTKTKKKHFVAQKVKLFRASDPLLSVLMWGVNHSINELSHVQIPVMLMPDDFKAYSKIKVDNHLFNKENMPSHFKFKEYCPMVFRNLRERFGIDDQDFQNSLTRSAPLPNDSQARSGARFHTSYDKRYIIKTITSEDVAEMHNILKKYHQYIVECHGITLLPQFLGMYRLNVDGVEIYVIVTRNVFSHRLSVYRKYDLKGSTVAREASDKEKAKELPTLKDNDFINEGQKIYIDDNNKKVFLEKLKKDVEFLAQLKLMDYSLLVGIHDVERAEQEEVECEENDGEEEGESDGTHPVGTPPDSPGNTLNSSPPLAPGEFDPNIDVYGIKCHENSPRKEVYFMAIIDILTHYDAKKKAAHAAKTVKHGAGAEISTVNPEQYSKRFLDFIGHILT
#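 ADP-Glo luminescence end-point after a 60 min room-temperature kinase reaction. PI5P4Kalpha and substrate in HEPES pH 7.4 buffer with EGTA, 0.1% CHAPS and 5% DMSO; ATP at 5 microM final.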
# WRN helicase inh – qHTS for Inhibitors of WRN Helicase; Bifunctional 3'-5' exonuclease/ATP-dependent helicase WRN (Homo sapiens), Q14191; WRN helicase unwinding, fluorescent forked duplex, kinetic; Potency, µM (series often up to 114 µM), without a hit: at the highest dose activity change, negative = inhibition, most hits filed as inhibitors; hit rate 0.46% among 360,000; further: potency means the concentration at half of the fitted maximal effect; on the % scale 0 is the no-effect control and ±100 the full control effect; nearly all actives have a fitted effect of over 55% in size
#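 Screening of the MLSMR collection measured strand separation of a quenched forked DNA duplex (100 nM) by 20 nM WRN with 2 mM ATP, all final. Compounds were preincubated with enzyme 15 min at room temperature.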
# PLK1 PBD block – qHTS for Inhibitors of PLK1-PDB (polo-like kinase 1 - polo-box domain): Primary Screen; Serine/threonine-protein kinase PLK1 (Homo sapiens), P53350; Plk1 PBD binding of FITC phosphopeptide, fluorescence polarization; Potency, µM, for inactives: max response, negative = inhibition, usual class: inhibitors; hit rate 2.8% among 360,000; further: potency means the concentration at half of the fitted maximal effect; series mostly up to about 57 µM; on the % scale 0 is the no-effect control and ±100 the full control effect; nearly all actives have a fitted effect of over 65% in size
# Target sequence (P53350 whole entry, looked up, the tested form may be a part): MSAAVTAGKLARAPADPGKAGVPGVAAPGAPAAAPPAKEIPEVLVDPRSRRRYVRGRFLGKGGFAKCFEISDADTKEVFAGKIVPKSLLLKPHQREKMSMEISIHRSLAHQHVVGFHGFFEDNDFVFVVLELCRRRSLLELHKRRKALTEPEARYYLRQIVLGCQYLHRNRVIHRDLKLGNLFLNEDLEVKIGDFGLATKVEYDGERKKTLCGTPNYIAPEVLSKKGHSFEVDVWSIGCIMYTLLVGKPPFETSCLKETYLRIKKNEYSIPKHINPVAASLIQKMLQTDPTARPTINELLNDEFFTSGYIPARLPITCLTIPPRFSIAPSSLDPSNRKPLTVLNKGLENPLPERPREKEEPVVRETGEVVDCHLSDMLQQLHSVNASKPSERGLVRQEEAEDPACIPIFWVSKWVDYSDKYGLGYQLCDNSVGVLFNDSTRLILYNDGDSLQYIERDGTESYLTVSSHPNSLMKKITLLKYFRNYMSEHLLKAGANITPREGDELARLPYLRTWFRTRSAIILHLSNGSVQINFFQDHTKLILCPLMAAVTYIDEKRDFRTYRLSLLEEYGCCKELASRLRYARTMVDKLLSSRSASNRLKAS
# * hit, by the source's call; ? = inconclusive; · = not tested or not shown; [ ] = another dose, or the depositor's remark. Unless noted, the call rests on the fitted dose curve; in most records, active means well fitted curve in the direction sought with a large enough effect; inconclusive means small, poorly fitted or top-dose-only effect, or another doubt; inactive means no such curve, though single readings can be large; an effect the other way counts as inactive or inconclusive.
# A first look (two entries):
Compound,IL-2 act,aSyn rescue,WRN helicase inh,Abeta yeast res,FUS yeast rescue,PI5P4Ka inh,EPAC1 ag,PLK1 PBD block,EPAC1 antagonist
C[C@@H]1CN([C@@H](C)CO)C(=O)CCCn2nncc2CO[C@H]1CN(C)Cc1ccc2c(c1)OCCO2,1.6,-1%,-2%,-13%,-18%,-2,-10%,-13%,21%
O=C(O)COc1ccc(S(=O)(=O)c2ccc(OCC(=O)O)cc2)cc1,-2.0,·,3%,3%,2%,-3,-1%,-1%,6%

# The listing, previewed entries included:
Compound,IL-2 act,aSyn rescue,WRN helicase inh,Abeta yeast res,FUS yeast rescue,PI5P4Ka inh,EPAC1 ag,PLK1 PBD block,EPAC1 antagonist
C[C@@H]1CN([C@@H](C)CO)C(=O)CCCn2nncc2CO[C@H]1CN(C)Cc1ccc2c(c1)OCCO2,1.6,-1%,-2%,-13%,-18%,-2,-10%,-13%,21%
O=C(O)COc1ccc(S(=O)(=O)c2ccc(OCC(=O)O)cc2)cc1,-2.0,·,3%,3%,2%,-3,-1%,-1%,6%
CC(NCC(=O)NC(=O)NC1CCCC1)c1ccc(Cl)cc1Cl (stereo not drawn),-4.2,0%,-2%,35%,22%,15,-3%,-1%,2%
CCOC(=O)C1CCN(C(=O)CCCn2nc(CC)n3c(cc4occc43)c2=O)CC1,-0.9,9%,2%,5%,0%,3,-2%,-2%,5%
CC1(C(=O)NCCC#N)CCN1C(=O)CC(c1ccccc1)c1ccccc1 (stereo not drawn),0.4,2%,-1%,-6%,-6%,-3,-8%,2%,-5%
COc1ccc(CCNC(=O)c2ccccc2OCc2c(C)noc2C)cc1,-1.5,8%,10%,-6%,·,-5,14%,-5%,11%
Cc1cc(C)c(NC(=O)C[N+](C)(C)CC(O)COc2cccc3ccccc23)c(C)c1 (stereo not drawn),0.4,-26%,4%,-5%,35%,35,-3%,-15%,-18%
COC(=O)C(C)Sc1ncnc2c1nnn2-c1ccc(F)cc1 (stereo not drawn),0.2,-13%,-7%,-29%,10%,0,-3%,-8%,-23%
O=C(Nc1ccccc1)c1ccccc1CCc1ccccc1,-1.9,1%,-17%,2%,5%,·,-7%,-6%,24%
OC(c1cccc(Cl)c1)c1nc(-c2cnc3ccccc3c2)cs1 (stereo not drawn),0.2,-4%,-2%,13%,-13%,-4,0%,5%,2%
CC(C)n1nc(C(=O)Nc2nc3ccccc3[nH]2)c2ccccc2c1=O,-4.1,0%,-3%,0%,27%,-2,11%,-3%,-17%
CCN(CC)C(=O)c1cccc(NC(=O)CC23CC4CC(CC(C4)C2)C3)c1,-1.0,-1%,-4%,-5%,7%,5,-6%,-2%,3%
Fc1ccccc1CNC(=S)Nc1ccc(Cl)cc1,-2.7,-16%,-6%,-17%,-3%,1,23%,-13%,-4%
Cc1cccn2c(CNCC3OCCc4ccccc43)c(C(=O)N3CCCCC3)nc12 (stereo not drawn),-3.3,0%,-10%,-9%,15%,2,8%,-7%,4%
O=C(NCC1CCCN(C(=O)c2cscn2)C1)c1ccccc1Cl (stereo not drawn),-2.6,-6%,-2%,2%,20%,6,1%,-6%,5%
Cc1ccc(-c2nn(-c3ccccc3)cc2C(=O)Nc2ccc(C(=O)O)cc2)cc1,1.3,4%,-31%,-10%,12%,0,-7%,-23%,-9%
COC(=O)c1cccc(NC(=O)c2cccs2)c1C,-2.2,-5%,-6%,6%,8%,-1,5%,-7%,9%
COC(=O)c1cccc(COC(=O)c2cc3ccccc3oc2=O)c1,0.1,-1%,0%,-9%,-20%,-4,-5%,5%,13%
CCOc1cc(C(=O)Nn2cnnc2)cc(OCC)c1OCC,-0.7,-5%,-1%,-6%,8%,2,6%,-7%,12%
Cc1nccn1CCC(=O)NC1CC(C)(C)Cc2c1cnn2-c1ccccc1 (stereo not drawn),1.6,0%,0%,0%,-4%,2,5%,4%,-2%

# Complete entries, quoted from the list. Order of screens: IL-2 act	aSyn rescue	WRN helicase inh	Abeta yeast res	FUS yeast rescue	PI5P4Ka inh	EPAC1 ag	PLK1 PBD block	EPAC1 antagonist
# Profile of Cc1ccc(-c2nn(-c3ccccc3)cc2C(=O)Nc2ccc(C(=O)O)cc2)cc1 = 1.3	4%	-31%	-10%	12%	0	-7%	-23%	-9%
# Profile of O=C(Nc1ccccc1)c1ccccc1CCc1ccccc1 = -1.9	1%	-17%	2%	5%	·	-7%	-6%	24%

# Remaining list, next part.
Compound,IL-2 act,aSyn rescue,WRN helicase inh,Abeta yeast res,FUS yeast rescue,PI5P4Ka inh,EPAC1 ag,PLK1 PBD block,EPAC1 antagonist
COc1ccc(S(=O)(=O)Oc2cc(C(=S)N3CCOCC3)ccc2OC)cc1,-0.7,4%,0%,-6%,10%,3,16%,?,-9%
COC(=O)c1[nH]c2ccc(C)cc2c1NS(=O)(=O)c1ccc(F)cc1,-0.6,-1%,-12%,25%[9.22 µM],-34%,7,-5%,2%,-14%
C=CCn1c(O)c(C2=c3ccccc3=NC2=O)c2ccccc21,-4.8,?,9%,-57%[inhibitor],6%,-13,-6%,17µM*,-11%
CC(C(=O)C12CC3CC(CC(C3)C1)C2)N1CCOCC1 (stereo not drawn),-0.6,12%,-22%,2%,-5%,-11,-4%,21µM*,2%
CCOc1cc(S(=O)(=O)NCc2ccccc2)c(OCC)cc1-n1cnnn1,-3.9,-3%,7%,-5%,5%,·,-1%,-10%,1%
CN1CCN(C2CN(C3CCCCC3)S(=O)(=O)C2)CC1 (stereo not drawn),2.0,?,6%,-4%,-33%,0,11%,4%,11%
Cc1ccc(C(=O)CC(C(=O)O)n2cccn2)cc1 (stereo not drawn),0.5,4%,3%,6%,-11%,4,-2%,-1%,-3%
COc1cccc(NC(=O)Cn2cnc3sc(C)c(S(=O)(=O)N4CCCCC4)c3c2=O)c1,-1.3,-2%,3%,-4%,20%,·,8%,-6%,-1%
CCSCc1nnc(SCC(=O)Nc2cccc(SC)c2)n1C,0.8,8%,5%,-2%,14%,-7,2%,-4%,23%
CC(=O)Oc1cccc(C(=O)Nc2ccc3c(c2)C(=O)N(CC2CCCO2)C3=O)c1 (stereo not drawn),-1.1,2%,-11%,-18%,·,7,2%,-5%,2%
COc1ccc(-c2csc(N(CCCN3CCOCC3)C(=O)c3ccco3)n2)cc1,-1.8,5%,-26%,-1%,17%,4,23%,-7%,-5%
COc1ccccc1CNC(=S)Nc1cc(C)ccc1C,0.1,-1%,-9%,?,9%,-4,15%,6%,-15%
CCN(CC)C(=S)Sc1c(-c2ccccc2)c2cc(Cl)ccc2[nH]c1=O,-0.4,0%,-11%,?,16%,-20,15%,?,-6%
CCOC(=O)CN1C(=O)C(O)(CC(=O)c2cccc(OC)c2)c2ccccc21 (stereo not drawn),0.8,2%,4%,19%,8%,-3,1%,-1%,-12%
CCOc1ccc(N(CC(=O)Nc2cccc(OC)c2)S(=O)(=O)c2c(C)noc2C)cc1,-2.6,4%,-11%,26%,?,3,-6%,-12%,-29%
C[C@@H]1CC(=O)[C@H]2CC(CO)=CCC[C@@H]2[C@@]1(C)CC/C(=C/CO)CO,1.2,1%,0%,-1%,5%,1,-10%,-11%,-10%
CC(=O)c1cc(NC(=O)c2ccccc2)c(=O)oc1C,-0.7,16%,-20%,10%,-1%,-3,-2%,?,-9%
O=C(NC1CC1)c1ccc(NS(=O)(=O)c2ccccc2)cc1,-3.3,-3%,6%,-4%,14%,-14,-7%,1%,-12%
COc1ccc(CCCc2nnc(SCC(=O)NN)o2)c(C)c1,0.6,-2%,-2%,2%,20%,4,11%,-5%,-26%
Cc1cccc(S(=O)(=O)C(C#N)c2nc3ccccc3nc2N2CC(C)OC(C)C2)c1 (stereo not drawn),6.3,0%,-10%[57.1 µM],-14%,9%,·,12%,-24%,11%

# Pulled by compound from the entries so far:
Compound,IL-2 act,aSyn rescue,WRN helicase inh,Abeta yeast res,FUS yeast rescue,PI5P4Ka inh,EPAC1 ag,PLK1 PBD block,EPAC1 antagonist
Cc1cccc(S(=O)(=O)C(C#N)c2nc3ccccc3nc2N2CC(C)OC(C)C2)c1 (stereo not drawn),6.3,0%,-10%[57.1 µM],-14%,9%,·,12%,-24%,11%
CCN(CC)C(=S)Sc1c(-c2ccccc2)c2cc(Cl)ccc2[nH]c1=O,-0.4,0%,-11%,?,16%,-20,15%,?,-6%
CC(C(=O)C12CC3CC(CC(C3)C1)C2)N1CCOCC1 (stereo not drawn),-0.6,12%,-22%,2%,-5%,-11,-4%,21µM*,2%

# Further results follow.
Compound,IL-2 act,aSyn rescue,WRN helicase inh,Abeta yeast res,FUS yeast rescue,PI5P4Ka inh,EPAC1 ag,PLK1 PBD block,EPAC1 antagonist
CCOc1ccccc1NC(=O)CCS(=O)(=O)c1ccc(Br)cc1,-2.8,2%,50µM*,6%,18%,-14,2%,30µM*,?
Cc1cc(S(=O)(=O)N2CCOCC2)ccc1OCC(=O)NCCN1CCOCC1,1.7,-9%,-6%,-8%,10%,1,-4%,-9%,-6%
COc1ccc(-c2cncnc2N)cc1OC,-2.5,0%,-1%,2%,-18%,-11,-13%,6%,2%
CC(=NCCCNC1CCCCC1)C1=C(O)CC(C)(C)CC1=O,0.2,-4%,0%,5%,1%,2,6%,-9%,11%
O=C(Nc1cccc(NC(=O)c2cncc(Br)c2)c1)c1cncc(Br)c1,-0.5,-1%,-3%,7%,21%,-24,2%,-9%,8%
Nc1ccc2[nH]c(=S)sc2c1,-0.9,-35%[inhibitor],?,-21%,9%,-74*,5%,3µM*,-30%

# Compound activity (PubChem)
